TNF necrop inh – inhibitors of TNF-alpha induced necroptosis in Jurkat FADD-/- cells; 220,000 tested, 0.068% active; activation (protection from cell death), % at 10 µM; Jurkat FADD-/- TNF necroptosis rescue, ATP luminescence, 24 h; 0 = TNF only, 100 = no-TNF cells; AID 463075;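 active means activation, meaning protection from cell death, of at least 50% relative to plate controls; inactive means activation below 50%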;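 further: necroptosis triggered by 40 ng/mL TNF-alpha added together with compound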
TRPML3 ag – human mucolipin-3 channel agonism. Q8TDD5. HEK293 TRPML3-YFP, Fluo-8 calcium fluorescence; 100% = the carbachol control signal. activation, % at 3 µM. 220,000 tested, 0.29% active;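 active means activation above its plate's cutoff, the mean activation of the plate's test wells plus 3 SD, cut at about 12% in these data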;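 further: 0% = DMSO only wells and 100% = carbachol wells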
Target sequence (Q8TDD5 whole entry, looked up): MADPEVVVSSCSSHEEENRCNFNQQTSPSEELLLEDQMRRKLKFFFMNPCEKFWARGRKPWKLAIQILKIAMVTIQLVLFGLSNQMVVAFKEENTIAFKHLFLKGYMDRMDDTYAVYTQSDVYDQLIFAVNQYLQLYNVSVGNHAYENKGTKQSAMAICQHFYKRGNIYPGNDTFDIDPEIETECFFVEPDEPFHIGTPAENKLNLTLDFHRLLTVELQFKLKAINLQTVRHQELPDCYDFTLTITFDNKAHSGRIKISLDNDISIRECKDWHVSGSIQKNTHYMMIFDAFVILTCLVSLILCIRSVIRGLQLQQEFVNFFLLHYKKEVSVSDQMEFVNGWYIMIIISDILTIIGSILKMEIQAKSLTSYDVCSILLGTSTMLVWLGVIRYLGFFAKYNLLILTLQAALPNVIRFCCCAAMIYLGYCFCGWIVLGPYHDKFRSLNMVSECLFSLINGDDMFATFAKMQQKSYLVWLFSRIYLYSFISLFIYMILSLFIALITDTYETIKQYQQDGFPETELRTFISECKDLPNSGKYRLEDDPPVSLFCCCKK
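Material: HEK293 cells stably carrying human TRPML3-YFP; compound dosing: single dose, 3 µM final nominal compound, 0.3% DMSO final; incubation: 1-h 37 °C dye load, 5-s basal, 120-s post-compound reads; technique: Fluo-8 intracellular calcium fluorescence, excitation 470-495 nm, emission 515-575 nm; read-out basis: percent activation from peak-to-basal fluorescence ratio, scaled between DMSO and carbachol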
PPC-1+TRAIL kill – kills PPC-1 cancer cells in the presence of TRAIL; cell killing (% activity), % at 4 µM; 220,000 tested, 0.41% active; AID 1443; PPC-1 cells + TRAIL, ATPLite viability luminescence;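 active means cell killing above 50% in the first pass at 4 µM, then a duplicate retest at 5 µM averaging 50% or more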;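 further: plate controls were cells with TRAIL plus DMSO for no effect and medium-only wells lacking cells for full effect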
CHOP inhibitor – inhibitors of CHOP induction in ER stress response; inhibition, % at 10 µM; 220,000 tested, 3.8% active; CHO-K1 CHOP-promoter luciferase, tunicamycin-induced, 15-18 h;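 active means compounds that reduced the stress-induced luciferase reporter signal by more than about 70% of percent inhibition, limit read from the data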;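 further: 0% = tunicamycin plus vehicle and 100% = wells without tunicamycin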
zfTRPN1 agonist – agonists of zebrafish TRPN1 channel; activation, % at 3 µM; 220,000 tested, 0.18% active; HEK293 zebrafish TRPN1-YFP, Fluo-8 calcium fluorescence; 100% = response to 87 µM carbachol;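 active means activation above its plate's cutoff, the mean activation of test wells on that plate plus 3 SD, cut at about 19% in these data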;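 further: 0% = DMSO alone and 100% = 87 µM carbachol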
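Material: zebrafish TRPN1-YFP in HEK293 cells; Doses: single test compound dose, 3 µM nominal, 0.3% DMSO; Timing: dye loading 1 h at 37 °C, then 30 min room temperature; Technique: intracellular calcium fluorescence with Fluo-8; Benchmarks: high carbachol 87 µM, low DMSO alone.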
Ba/F3 V617F tox – reduce viability of Ba/F3 cells dependent on JAK2V617F; Ba/F3 EpoR-JAK2V617F viability, ATP luminescence; inhibition, % at 5.6 µM; 220,000 tested, 1.1% active; AID 1446;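 active means inhibition above the campaign mean plus 3 SD over all tested compounds, cut at about 24% in these data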;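 further: cytokine-independent growth of Ba/F3 cells driven by EpoR plus mutant JAK2; 0% = DMSO-treated cells and 100% = JAK inhibitor I control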
Wee1 degr inh – human Wee1 degradation inhibition, primary screen. P30291. HeLa Luc-Wee1K328M stability, luciferase luminescence; 100% = proteasome inhibitor MG132 effect. reporter increase, % at 5 µM. 220,000 tested, 1.2% active. AID 1321;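 active means activation above the mean of all tested compounds plus 3 SD, set per screening run, cut at about 8.8% in these data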;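 further: cells exposed to compound for 20 h before luminescence read; 0% = DMSO alone and 100% = MG132 at 30 µM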
BaF3 parental – reduces parental Ba/F3 cell viability, JAK2V617F counter-screen; CellTiter-Glo ATP luminescence; inhibition, % at 5.6 µM; 220,000 tested, 1.1% active;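 active means inhibition above a per-campaign cutoff, the mean inhibition of all tested compounds plus 3 SD, cut at about 27% in these data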;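 further: 0% = DMSO wells and 100% = JAK Inhibitor I control wells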
RBBP9 inhibitor – human RBBP9 hydrolase inhibition; inhibition, % at 7.94 µM; O75884; AID 1515; 220,000 tested, 0.2% active; recombinant RBBP9, FP-Rh probe fluorescence polarization;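 active means inhibition above the campaign mean of all tested compounds plus 3 SD, cut at about 14% in these data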;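 further: plate controls were DMSO wells with RBBP9 for no effect and wells lacking RBBP9 protein for full effect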
Target sequence (O75884 whole entry, looked up): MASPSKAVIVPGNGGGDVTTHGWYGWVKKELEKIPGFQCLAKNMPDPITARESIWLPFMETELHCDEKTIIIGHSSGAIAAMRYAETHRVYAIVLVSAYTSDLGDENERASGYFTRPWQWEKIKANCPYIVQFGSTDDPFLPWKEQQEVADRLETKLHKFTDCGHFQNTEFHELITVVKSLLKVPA
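Test system: recombinant human RBBP9. Quantity: 2.5 µM RBBP9 dispensing solution, before mixing. Detection: FP readout at 525/598 nm. Reagent: Serine-hydrolase probe FP-Rh, 375 nM pre-mixing. Measure: % inhibition. Control set: DMSO-treated enzyme wells and wells lacking RBBP9. Buffer or medium: Tris-NaCl-Pluronic buffer, pH 8.0. Times: preincubation 30 min plus labeling 45 min at 25 °C.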
Starred values were filed as active, the others as inactive; . = no result given; [ ] = remark or other dose.

SMILES	TNF necrop inh	TRPML3 ag	PPC-1+TRAIL kill	CHOP inhibitor	zfTRPN1 agonist	Ba/F3 V617F tox	Wee1 degr inh	BaF3 parental	RBBP9 inhibitor
Cc1c(O)c(S(=O)(=O)c2ccccc2)c(=O)n(-c2ccccc2)c1-c1ccccc1	0.1	0.6	26.9	-12.7	0.2	-3.5	-3.9	-0.8	-7.0
O=C(CCC(=O)NCCCc1ccccc1)NCCCc1ccccc1	1.3	0.3	27.2	26.4	-1.7	-2.6	-1.0	-1.4	-8.2
CC1=CC2=NC(=O)/C(=C\c3cc(C)n(-c4ccccc4F)c3C)C(=N)N2O1	1.7	1.3	17.5	34.7	2.8	-1.3	0.6	6.6	-2.8
Cn1nc(C(F)(F)F)c(-c2ccccc2)c1NC(=O)c1cccnc1	0.5	0.6	3.0	16.1	0.2	-1.2	-3.0	-1.0	-8.4
CC(C)c1nnc(N2C(=O)C(O)=C(C(=O)c3cccs3)C2c2ccccc2)s1 (stereo not given)	0.2	114.4*	-6.2	-13.2	182.7*	0.4	-0.4	6.8	-16.9
O=C(OCn1nnc2ccccc2c1=O)C1CCN(S(=O)(=O)c2cccs2)CC1	2.6	0.6	15.6	7.6	2.5	-1.8	-2.3	-1.6	-2.1
O=C1c2ccccc2C(=O)N1CCCCCc1nc(-c2ccccc2)no1	-0.5	-0.3	-18.7	34.2	0.3	6.1	-2.3	3.6	-2.9
COc1ccc(NC(=S)N2CCCC(c3nc4ccc(C)cc4[nH]3)C2)cc1 (stereo not given)	4.3	0.2	-9.8	31.4	1.7	-0.7	-0.3	4.4	-2.0
COc1ccc(CNC2CCCc3ccccc32)cc1OC (stereo not given)	2.1	1.1	3.5	-19.9	1.0	-0.1	1.1	5.1	-0.9
COc1ccc(CNC(=O)C(c2ccc(C)o2)N(C(=O)c2csnn2)c2ccc(C(C)C)cc2)cc1 (stereo not given)	0.5	-0.5	14.5	20.0	-1.8	-3.8	2.0	-2.3	-3.7
CCOC(=O)C1=C(c2ccccc2)Nc2ncnn2C1c1cccc(O)c1 (stereo not given)	7.1	0.7	34.1	-9.6	0.8	1.1	1.4	-2.3	2.9
Cc1ccc2oc(=O)c3cnn(CC(=O)Nc4ccccc4N4CCN(C)CC4)c3c2c1	4.5	0.7	14.4	1.1	-0.6	0.6	1.4	4.1	-3.5
O=C(COC(=O)/C=C/c1cccc(F)c1)Nc1ccc(Cl)cn1	0.5	0.3	0.2	73.0*	2.6	1.6	-0.2	5.2	-11.8
Cc1ccc(/C=N/NC(=O)c2ccncc2)s1	1.1	0.6	4.1	-1.8	0.2	-1.0	-2.2	-1.4	-4.0
CCOc1ccc(NC(=O)c2ccccc2NC(=O)CN(C)CC(=O)Nc2ccc(C)cc2)cc1	0.8	1.2	-2.4	107.0*	-1.1	-1.2	1.7	5.5	-2.4
CC12CCC(C(=O)N(NC(=O)c3cccnc3)C1=O)C2(C)C (stereo not given)	1.5	0.4	-4.1	4.3	0.8	-1.1	-2.3	3.5	-1.5
O=C(Nc1cccc(Br)c1)c1ccccc1-c1ccccc1	2.5	-0.5	15.2	8.7	-0.8	0.5	-0.7	1.9	-10.4
COC(=O)C(NC(=O)c1ccccc1)=C1C=C(C)OC(C)=C1	0.2	0.6	17.1	9.1	-0.1	-1.2	1.3	1.3	-6.2
CCOC(=O)/C=C1\NC(=O)C(C)S1 (stereo not given)	0.2	0.9	4.1	7.9	0.4	-0.9	-1.3	3.2	-7.3
COC(=O)C1=C(CSc2nccn2C)NC(=O)NC1c1cc(C)ccc1C (stereo not given)	0.8	0.4	14.7	68.6	0.0	0.5	-0.6	2.3	-8.2
COc1ccc(C(F)(F)F)cc1N/C=C\c1nnnn1-c1ccccc1	-2.3	-0.6	18.8	29.4	-1.5	-1.2	0.4	3.4	-13.3
CCOc1ccc(N2C(=O)CC(SCCN)C2=O)cc1 (stereo not given)	-2.6	3.2	11.2[5 µM]	-3.6	-0.6	-1.4	5.0	4.1	-7.2
Cc1cc(C)cc(OCCCOc2cccc3cccnc23)c1	2.3	-2.6	-3.3	28.9	-3.2	-2.7	-1.3	3.1	-4.4
Cc1nn(C(=O)N2CCOCC2)c(C)c1CN1C(=O)c2ccccc2C1=O	-1.9	0.1	.	.	0.2	-3.4	0.7	0.7	-2.2
CC(C)[C@@H](C(=O)NCC1CCC(C(=O)O)CC1)n1nnc2ccccc2c1=O (stereo not given in full)	-1.2	0.1	-10.8	7.2	-0.2	1.6	-1.2	2.0	-10.1
Cc1nc(NC2=NC(C(=O)Nc3ccc(Cl)cc3)CC(=O)N2)nc2ccccc12 (stereo not given)	-2.3	0.0	-5.6	16.7	0.3	-4.0	0.6	0.3	-5.3
O=C(NCc1ccco1)c1cc2sccc2n1Cc1ccc(F)cc1	-5.0	-0.8	6.9	48.7	-0.5	-2.9	1.0	1.7	-9.1
COc1ccccc1C(=O)Oc1cc(N)n(S(=O)(=O)c2ccccc2)n1	0.5	-0.2	-1.6	64.0	-1.1	2.3	1.2	4.8	-8.0
CC(C)NC(=O)CCc1nnc(Cc2cccc(C(F)(F)F)c2)o1	0.7	1.3	14.0	-27.5	1.3	-0.6	2.4	1.0	-4.5
O=C(Oc1ccc(OC(=O)N2CCCCC2)cc1)N1CCCCC1	0.3	-0.2	.	-11.1	2.1	-3.1	0.3	8.0	-7.3
COc1ccc(C(=O)Nc2cc(OC)cc(OC)c2)cc1	-2.7	0.5	30.5	-7.0	-0.5	4.0	0.5	68.8*	2.7
c1ccc(-c2cc3c(nn2)CCc2nonc2-3)cc1	-0.4	-0.9	26.7	-11.4	0.5	0.7	-0.2	1.2	2.1
Cc1ccc(C(=O)NC(=S)Nc2ccccc2C(F)(F)F)c(C)c1	-2.5	0.6	11.9	67.9	-0.6	4.0	3.7	12.3	-8.3
Cc1ccc(NC(=O)C2CCN(S(=O)(=O)c3c(C)[nH]c(=O)[nH]c3=O)CC2)cc1	-0.4	-0.1	10.1	21.1	-0.6	-5.9	0.3	-3.4	-2.5
CSCC[C@H](NC(=O)Nc1cccc(Br)c1)C(=O)O	-0.5	1.1	-16.8	-0.9	0.2	-2.4	2.7	-3.4	-3.6
O=C(c1ccc(C(F)(F)F)cc1)N1CCCCC1	-0.2	0.5	-18.3	22.8	1.4	-1.9	-2.5	10.8	3.8
Cc1cc(NC(=O)c2cccs2)n(-c2ccccc2)n1	0.5	0.8	-3.2	-3.6	0.1	-0.5	-2.6	3.4	2.2
CCOC(=O)CSc1nnc(NC(=O)c2cccc([N+](=O)[O-])c2C)s1	1.7	1.0	15.7	5.1	2.3	5.3	-1.6	6.1	-6.2
CCCCCCCCCCCCS[C@H]1CS(=O)(=O)C[C@@H]1O	-0.5	-0.1	2.4	2.5	-0.4	1.6	2.7	6.2	-8.6
Cc1cc(C)n(-c2ccc(C(=O)O)cc2)n1	-0.5	0.8	4.0	-1.9	1.1	-3.1	-1.8	8.0	-6.2
COc1ccc(NC(=O)C(Cc2ccccc2)NC(=O)c2ccco2)cc1OC (stereo not given)	0.0	-0.1	9.8	27.1	1.4	-0.2	0.7	-0.7	-5.2
O=C(N/N=C\c1cccc(OC(=O)c2ccco2)c1)c1ccc2c(c1)OCO2	-0.8	0.6	53.4*	26.4	1.1	-0.8	-4.8	3.4	-10.1
CCCNC(=O)N1CCN(S(=O)(=O)c2ccc(C)cc2)CC1	-2.3	0.4	2.8	27.2	-0.5	1.1	-2.7	6.5	-6.9
CCNS(=O)(=O)c1ccc(NC(=O)CC(C)c2ccccc2)cc1 (stereo not given)	2.4	0.3	-4.8	11.9	1.4	-1.6	-0.3	4.9	0.2
O=C(NC1CCCCC1)N1CCCCCCC1	-1.5	0.6	-1.1	1.0	-0.3	-5.4	-4.0	1.9	0.3
Cc1cc(C)cc(NC(=O)c2ccc(CSc3nnnn3C)cc2)c1	9.0	0.4	6.6	10.3	4.4	-0.9	2.6	1.0	-5.0
Cc1ccc(C(=O)CCC2CCCCC2=O)cc1 (stereo not given)	16.4	0.4	4.1	17.9	0.1	-3.0	-2.4	1.8	0.8
O=C(CSc1cccc(C(F)(F)F)c1)Nc1cc(S(=O)(=O)N2CCCC2)ccc1Cl	1.4	0.0	7.9	28.0	-2.6	0.2	-1.9	2.1	-7.7
C=C1SC(=Nc2ccccc2Cl)N(C(=O)c2sc3ccccc3c2Cl)C12CCCCC2	-0.5	0.3	-18.2	-4.0	-0.1	-2.4	0.2	-1.1	-5.2
CCn1c(SCC(=O)Nc2ccc(C(=O)OC)cc2)nc2cccnc21	-0.4	0.4	12.8	43.1	0.8	-0.8	1.9	3.8	-3.0
CCCCN1CCc2c([nH]c3c(C)cccc23)C1=O	3.7	0.6	-1.0	42.6	-1.0	-2.1	3.0	3.4	-2.0
Brc1ccc(CNCc2cccs2)cc1	3.2	1.0	7.0	-2.1	0.7	-1.2	-2.5	0.6	-3.5
COc1ccccc1CNC(=O)c1cc2c(C)nn(Cc3ccc(F)cc3)c2s1	-0.4	-0.9	-19.1	42.2	0.3	2.5	1.0	10.3	-9.6
Cc1cccc(-n2c(C)nc3c(cnn3-c3ccc(F)cc3)c2=O)c1	-2.5	1.9	22.4	55.9	4.3	5.4	-0.6	7.6	-5.0
CC1Cc2ccccc2N1CC(=O)Nc1ccc(N2CCOCC2)cc1 (stereo not given)	2.0	0.9	22.3	1.4	0.0	1.7	0.4	6.7	-6.5
O=C(Nn1c(SCc2ccc([N+](=O)[O-])cc2)nc2ccccc2c1=O)c1ccc(F)cc1	1.6	1.2	15.7	0.5	1.5	-1.3	4.3	-1.6	-8.4
CCC(CC)NCc1ccc2c(c1)c1ccccc1n2CC	1.8	1.4	22.2	8.4	-0.9	3.9	-4.8	5.0	-4.7
COC(=O)c1ccccc1N/C=C1\CCc2c(c(C)nn2-c2ccccn2)C1=O	-4.4	-0.1	-2.3	23.2	0.6	2.9	-0.5	0.5	-5.5
CN(C)CCNC(=O)NC1CCCCC1	1.0	-0.1	9.9	14.8	0.5	2.4	3.2	4.0	0.7
CS(=O)(=O)N1CCC(C(=O)Nc2cccc(C(F)(F)F)c2)CC1	2.5	1.2	1.9	4.9	1.7	3.5	2.1	9.8	-2.9
Cc1ccc2nc(C)cc(C(=O)Nc3nccs3)c2c1	-0.3	0.4	26.1	12.2	0.4	1.6	1.1	6.4	-8.9

From PubChem BioAssay
